Source: PubChem (Sanford-Burnham Center for Chemical Genomics)
STEP block – blocks human striatal-enriched tyrosine phosphatase | P54829 | recombinant STEP, OMFP fluorogenic substrate, fluorescence | inhibition, % at 20 µM | actives 0.25% (n = 360,000) | AID 588621;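 active = inhibition at 20 µM, scaled per plate between control wells, above about 37%, limit read from the data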;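 note: 0% = DMSO with enzyme and substrate and 100% = substrate only without enzyme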
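Material: STEP (striatal-enriched tyrosine phosphatase) enzyme, cell-free; Compound dosing: 20 µM single dose in 1% DMSO; Technique: fluorescence read at 480 nm ex / 540 nm em; Times: reaction 20 min, ambient temperature; Medium: 50 mM Bis-Tris pH 6.0 with 2.5 mM DTT and 0.005% Tween 20; Also added: OMFP at 25 µM.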
SUMO1 PPI mod – SUMO1-SIM interaction modulation; SUMO1 binding to a labelled peptide, TR-FRET, 1 h; inhibition, % at 20 µM; actives 0.33% (n = 360,000); in the data active = inhibition above about 37%
Target sequence (P63165 whole entry, looked up): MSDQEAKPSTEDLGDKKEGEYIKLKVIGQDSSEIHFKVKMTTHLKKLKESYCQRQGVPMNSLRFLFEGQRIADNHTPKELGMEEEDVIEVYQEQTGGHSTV
Rpn11 inh – inhibitors of human proteasome Rpn11. O00487. human 26S proteasome, Ub4-pepOG fluorescence polarization; 20S core pre-blocked with epoxomicin. calls only at 20 µM. actives 0.59% (n = 360,000);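 active = inhibition at 20 µM, scaled to each plate's controls, above about 33%, limit read from the data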
SKN-1 inh – inhibitors of C. elegans SKN-1 | C. elegans VP596 Pgst-4::GFP/RFP ratio, acrylamide-induced, 24 h | inhibition, % at 21.8 µM | actives 0.49% (n = 360,000);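 active = interference check ratio from 0.5 to 1.5 plus GFP to RFP signal ratio inhibition reaching or exceeding a fixed threshold, cut at about 30% in these data, passing the limit was not always enough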; note: some compounds called inactive have numbers as strong as hits
NadD inh – NadD (S. aureus) enzyme inhibition. purified NadD enzyme, colorimetric absorbance read-out. inhibition, % at 20 µM. actives 0.78% (n = 360,000). AID 602399; in the data active = inhibition above about 26%; note: some compounds past the cut are filed as inactive
LMPTP block – blocks human LMPTP phosphatase; recombinant LMPTP-A, OMFP fluorogenic substrate, fluorescence intensity; inhibition, % at 20 µM; actives 0.22% (n = 360,000);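 active = compounds that cut the enzyme signal by at least half of the control window in the single-dose screen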;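 note: plate controls were DMSO wells with enzyme plus substrate for no effect and substrate without enzyme for full effect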
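test system = LMPTP-A | amount = 0.625 nM LMPTP-A final | reagent = fluorogenic phosphatase substrate OMFP at 400 µM final | incubation = 50 min at room temperature | benchmarks = no-enzyme low control, uninhibited high control | medium = Bis-Tris pH 6.0, DTT, detergent | signal = fluorescence intensity of OMFP turnover product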
Scp-1 inhibitor – blocks human Scp-1 phosphatase activity; Recombinant Scp1, phosphopeptide, malachite green phosphate absorbance; actives 0.88% (n = 340,000); inhibition, % at 20 µM;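 active = inhibition above about 50% at 20 µM, limit read from the data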;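 note: plate controls were DMSO wells with enzyme for no effect and wells lacking enzyme for full effect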
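Times: enzyme reaction 45 min at room temperature, colour 5 min, stabilisation 30 min. Material: SCP-1 catalytic fragment, aa 76-261. Medium: Acidic Tris acetate buffer with magnesium and detergent. Signal: colorimetric free-phosphate detection, absorbance 630 nm. Read-out basis: % inhibition of SCP-1 phosphate liberation. Reagent: Phosphorylated 17-residue peptide substrate.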
CendR NRP1 mod – modulators of CendR peptide binding to human neuropilin-1; O14786; FAM-RPARPAR peptide binding to NRP-1, fluorescence polarization; inhibition, % at 25 µM; actives 0.85% (n = 360,000);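 active = inhibition or corrected inhibition above about 18%, plus a signal ratio from 0.5 to 1.5, limit read from the data, passing the limit was not always enough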; note: strong numbers were not always called active
Target sequence (O14786 whole entry, looked up): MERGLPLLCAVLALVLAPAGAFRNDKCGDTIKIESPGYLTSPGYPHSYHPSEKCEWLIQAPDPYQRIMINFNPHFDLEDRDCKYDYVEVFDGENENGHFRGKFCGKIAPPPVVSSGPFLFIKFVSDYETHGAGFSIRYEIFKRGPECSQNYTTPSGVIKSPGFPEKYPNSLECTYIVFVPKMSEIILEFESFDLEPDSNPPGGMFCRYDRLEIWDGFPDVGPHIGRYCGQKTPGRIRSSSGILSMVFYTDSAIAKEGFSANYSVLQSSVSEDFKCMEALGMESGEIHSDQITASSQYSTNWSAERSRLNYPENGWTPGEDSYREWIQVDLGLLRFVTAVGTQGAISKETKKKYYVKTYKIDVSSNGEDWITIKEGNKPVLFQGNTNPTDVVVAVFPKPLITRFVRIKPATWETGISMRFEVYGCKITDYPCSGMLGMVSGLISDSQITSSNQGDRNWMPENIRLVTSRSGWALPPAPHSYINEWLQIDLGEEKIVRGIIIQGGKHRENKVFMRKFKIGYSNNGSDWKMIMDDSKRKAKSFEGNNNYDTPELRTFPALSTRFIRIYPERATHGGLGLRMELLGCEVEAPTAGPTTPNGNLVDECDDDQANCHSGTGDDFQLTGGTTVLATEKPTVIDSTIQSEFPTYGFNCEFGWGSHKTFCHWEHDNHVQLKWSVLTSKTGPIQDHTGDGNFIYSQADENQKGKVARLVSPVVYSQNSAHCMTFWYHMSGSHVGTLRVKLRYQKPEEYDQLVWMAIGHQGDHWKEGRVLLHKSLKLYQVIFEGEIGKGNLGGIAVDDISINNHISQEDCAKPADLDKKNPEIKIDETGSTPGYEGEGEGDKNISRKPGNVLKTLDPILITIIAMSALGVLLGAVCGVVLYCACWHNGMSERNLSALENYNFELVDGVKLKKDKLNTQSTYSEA
DNMT1 inh – inhibitors of human DNMT1; P26358; DNMT1 molecular beacon, Hinp1I cleavage, fluorescence; inhibition (reported as % activation of signal), % at 10 µM; actives 0.83% (n = 360,000); AID 588458; in the data active = inhibition above about 50%
MT1-MMP act inh – inhibitors of human MT1-MMP activation; HT1080 RFP-PRO-GFP cells, GFP/RFP ratio fluorescence, overnight; percent of plate control window, DMSO zero; actives 0.061% (n = 360,000); GFP/RFP ratio change, % at 20 µM; P50281;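 active = GFP/RFP ratio change of at least 30% with cell ATP level not reduced by more than half and red fluorescence within 50% of control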; note: strong numbers were not always called active
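Test system: HT1080 RFP-PRO-GFP cells; Benchmarks: DMSO and RFP-L50D-GFP cell wells; Timing: cells overnight before dosing, compound overnight, 37 °C, 5% CO2; Compound: one 20 µM compound dose with 1% DMSO; Read-out: GFP/RFP fluorescence ratio.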
An asterisk follows results filed as active; i = inactive; . = no result given.

entry	NadD inh	DNMT1 inh	SUMO1 PPI mod	Scp-1 inhibitor	STEP block	SKN-1 inh	LMPTP block	MT1-MMP act inh	Rpn11 inh	CendR NRP1 mod	structure
1	-11	1	2	-10	2	-12	0.8	4	i	0	Cc1ccc(-c2nnc(SCC#CCOC(=O)c3ccco3)o2)cc1
2	-1	-1	-3	3	-2	2	5.1	-1	i	4	O=[N+]([O-])c1ccccc1S(=O)(=O)n1cnc2ccccc21
3	-1	-4	-7	-7	-1	12	-1.1	0	i	-3	CC(C)(C)c1nnc(SCC(=O)c2ccccc2)n(N)c1=O
4	2	1	-3	-7	-2	10	-0.6	1	i	8	Cc1ccc(-n2c(COc3ccccc3)n[nH]c2=S)cc1
5	0	0	7	76*	-4	-2	0.0	-2	i	-2	Cc1ccc(Cl)cc1NC(=O)Nc1c(C)n(C)n(-c2ccccc2)c1=O
6	-4	-3	2	-1	4	-14	0.7	1	i	3	CC1Cc2ccccc2N1C(=O)Cn1cnc2ccccc21 (stereo not drawn)
7	-8	4	-8	-7	-3	15	18	6	i	0	O=C1NC(=O)/C(=C\c2ccc(OCc3cccc([N+](=O)[O-])c3)cc2)N1
8	-5	2	0	-2	-4	0	0.2	-4	i	-4	CCCCC1=NN2CCS(=O)(=O)N=C2S1
9	14	-3	-3	0	2	-6	3.7	-22	i	2	CC(C)(C)n1nnnc1C(c1cccs1)N(Cc1ccc(Cl)cc1)CC1CCCO1 (stereo not drawn)
10	3	-1	-14	-11	2	8	1.1	3	i	2	CCCCNC(=O)N(O)C1N(/N=C/c2ccc(N(C)C)cc2)C(=S)SC1(C)C (stereo not drawn)
11	2	-2	2	4	-1	10	-0.3	1	i	8	COc1ccc(N2CCN(S(=O)(=O)CCNC(=O)c3ccc(Br)o3)CC2)cc1
12	0	4	-1	.	-1	14	-0.6	-3	i	-6	COc1ccc(CNC(=O)C2Cc3c(-c4ccccc4)ccnc3O2)cc1OC (stereo not drawn)
13	-9	-3	-2	7	0	5	-0.9	0	i	8	COc1ccc(Cl)cc1S(=O)(=O)Nc1cccc(C(=O)O)c1
14	4	3	-2	-3	1	5	1.1	-2	i	-3	Cc1ccnc(NC(=O)c2ccc(S(=O)(=O)N3CCC(C)CC3)cc2)c1
15	-3	4	6	.	2	22	-1.9	2	i	17	O=c1[nH]cnc2c1ncn2C1OC(CO)CC1F (stereo not drawn)
16	3	-1	-5	-8	-1	3	0.1	1	i	-3	Cc1ccc(C)c(N(CC(=O)NC2CCCCC2)C(=O)c2snc(C(N)=O)c2N)c1
17	3	17	5	-2	2	4	-1.3	14	i	3	CC(C)CC(=O)c1c(O)c(C=O)c(O)c2c1O[C@@]1(C)[C@@H](C2)C[C@H]2C[C@@H]1C2(C)C
18	-3	-5	-19	3	2	8	3.2	16	i	-17	Oc1c(C2=NCCNC(C(F)(F)F)=C2)ccc2ccccc12
19	2	1	2	-4	-4	-1	0.4	-7	i	0	Cc1cc(NC(=O)CS(=O)(=O)c2ccc(F)cc2)no1
20	-1	0	2	3	0	-3	0.3	1	i	28*	COc1ccc(NC(=O)Nc2cccc(C(F)(F)F)c2)cn1
21	-5	-1	-1	-2	-1	-2	-1.4	-3	i	5	CCCn1ncc(CN2CCC(n3nccc3NC(=O)c3ccccc3Cl)CC2)c1C
22	-9	4	0	.	-4	34	-2.0	2	i	-2	CCCCc1c(O)nc(SCC(=O)N2CCOCC2)n(-c2ccc(C)cc2)c1=O
23	11	-11	-6	-8	1	6	3.4	0	i	-6	O=C(N/N=C/c1cccs1)c1cc(-c2cccc3ccccc23)n[nH]1
24	-1	0	-3	-5	-1	12	-2.0	2	i	-16	COc1ccc(CCNC(=O)CNCC2CCCO2)cc1OC (stereo not drawn)
25	-8	1	-2	-3	-1	5	0.1	3	i	-4	CC(=O)c1cccc(NC(=O)N2CCC(c3ccc(C)cc3)C2)c1 (stereo not drawn)
26	7	0	-11	-4	0	9	1.2	0	i	-18	Cc1cc(C)c2[nH]c(=O)c(C(c3nnnn3CC3CCCO3)N3CCCC(C)C3)cc2c1 (stereo not drawn)
27	2	-1	-9	-12	18	10	-0.3	5	i	7	Cc1ccc(C(=O)N/N=C/c2cc(Br)ccc2O)cn1
28	0	2	-6	-2	-3	-5	-1.3	1	i	-1	CCOc1cc(/C=N/NC(=O)c2cccnc2)ccc1OCC(N)=O
29	9	0	-15	15	-1	11	1.6	0	i	8	Nc1ccc(-c2cn3cccnc3n2)cc1
30	-3	1	-1	-7	-2	8	-0.7	1	i	16	O=C(COC(=O)c1ccc(Br)o1)NC12CC3CC(CC(C3)C1)C2
31	-2	-2	-15	-1	-1	-2	1.1	0	i	-1	COCC(=O)OCC(=O)Nc1cc(C)c(C)cc1[N+](=O)[O-]
32	-2	1	8	.	-3	15	-1.0	-5	i	1	CC(C)C(=O)N1CCC1(C)C(=O)Nc1ccc(-n2cccc2)cc1 (stereo not drawn)
33	-2	5	2	0	-1	10	-1.4	1	i	3	Cc1cn([C@H]2C[C@H](O)[C@@H](CCC(=O)NC(c3ccccc3)c3ccccc3)O2)c(=O)[nH]c1=O
34	30*	8	11	27	-11	9	5.9	-100	.	107	COc1ccc(-c2cc(C(F)(F)F)c3c(n2)sc2c(O)cc(=O)[nH]c23)c(OC)c1
35	-2	-3	6	-5	-2	4	0.2	2	i	3	Cc1cc(NC(=O)CSC2=NS(=O)(=O)c3cc(F)ccc3N2)no1
36	-7	12	2	-3	0	-13	-0.8	-1	i	7	Cc1ccc(-c2nnn(CC(=O)N(CC(=O)NCC3CCCO3)c3ccccc3)n2)o1 (stereo not drawn)
37	0	4	0	-10	-1	1	1.4	.	i	-6	CN(C(=O)COC(=O)c1cccc(S(=O)(=O)N2CCCCCC2)c1)C1CCS(=O)(=O)C1 (stereo not drawn)
38	-10	-6	-27	1	-2	-7	1.5	5	i	1	N#C/C(=N\Nc1ccc(S(=O)(=O)N2CCOCC2)cc1)C(N)=S
39	-2	-3	-2	-2	-3	9	-1.0	-2	i	1	Cc1csc(=Nc2ccccc2)n1CCCN1CCCC1=O
40	3	-6	-19	-1	2	12	1.0	-7	i	19	Cn1nc([N+](=O)[O-])c(C(C#N)c2ccccn2)c(Cl)c1=O (stereo not drawn)
41	4	9	5	-1	2	-10	0.0	0	i	-1	O=C(O)C1CCc2sc3[nH]c(=S)n(-c4ccccc4)c(=O)c3c21 (stereo not drawn)
42	-10	-2	0	-9	-2	15	-2.5	-2	i	-3	COc1ccccc1OCCn1cc(C=O)c2ccccc21
43	-4	-2	-8	.	-1	4	1.4	3	i	5	COc1cc(Cl)ccc1OC1(C)CCN(Cc2cccc(OC)c2OC)C1 (stereo not drawn)
44	-10	0	-4	-11	-3	-6	0.8	2	i	0	CC1C=CCC2C(=O)N(c3ccc(OC(=O)c4ccco4)cc3)C(=O)C12 (stereo not drawn)
45	1	2	-15	0	-12	4	-0.6	0	i	6	O=c1oc2ccccc2c(NCc2ccccc2F)c1[N+](=O)[O-]
46	.	.	2	.	.	8	6.1	-16	.	3	O=C(Nc1ccc(F)cc1)C(CCc1ccccc1)N1CCN(c2cccc(C(F)(F)F)n2)CC1 (stereo not drawn)
47	-4	-1	-1	-1	-1	-4	-1.6	2	i	-3	CC(C)CN(CC(C)C)C(=O)COc1ccccc1C(N)=O
48	0	11	0	7	2	1	-0.1	0	i	6	Cc1ccc(C)c(N(C(=O)Cn2nnc3ccccc32)C(C(=O)NC(C)(C)C)c2ccsc2)c1 (stereo not drawn)
49	-4	1	-1	-1	2	4	1.6	-2	i	3	CCCCC(=O)NC(=S)Nc1c(C)cc(Br)cc1C
50	1	-9	-12	-12	2	10	-0.6	-7	i	3	CC1(C)CC(=O)CC(=O)/C1=N\Nc1c(Cl)cc(Cl)cc1Cl

Remaining list, next part
entry	NadD inh	DNMT1 inh	SUMO1 PPI mod	Scp-1 inhibitor	STEP block	SKN-1 inh	LMPTP block	MT1-MMP act inh	Rpn11 inh	CendR NRP1 mod	structure
51	-7	1	-6	-9	-2	-1	-0.9	0	i	-10	COc1ccc(Cl)cc1NC(=O)CCN1CCOCC1
52	4	38	4	-5	0	-1	8.7	2	i	-28	Cc1cc(C)c(NC(=O)Cn2c(=O)c3cccn3c3ccccc32)c(C)c1
53	0	-2	2	12	-2	-12	-1.3	4	i	8	COc1ccccc1OCCSc1nnc(CNC(=O)c2ccco2)n1C
54	7	92*	33	.	7	-8	10	0	.	-12	CCCCN(C(=O)c1cccc(-n2cccc2)c1)c1c(N)n(Cc2ccccc2)c(=O)[nH]c1=O
55	-4	-3	-5	-1	-1	-1	0.0	-1	i	3	O=C(COC(=O)c1nc(Cl)ccc1Cl)NCc1cccs1
56	-7	2	0	-6	-3	-5	0.3	-14	i	-15	CCOC(=O)C1CCN(Cc2cnc(Oc3ccc(OC)cc3)s2)CC1
57	-3	-2	-1	15	-3	-3	1.1	2	i	-14	Cc1cc(CNC(=O)CC2C(=O)NCCN2Cc2ccccc2C(F)(F)F)nn1C (stereo not drawn)
58	1	3	-1	6	-1	-8	-0.6	0	i	2	CCCNC(=O)Nc1cc(S(=O)(=O)CC)ccc1O
59	35*	12	-6	0	2	11	2.2	-3	i	-35	c1ccc2cc(-c3cc4ccccn4c3)ccc2c1
60	2	8	1	-7	-2	2	-0.2	5	i	3	CCCCn1c(N)c(N(CCOC)C(=O)COC(=O)COc2ccc(CC)cc2)c(=O)[nH]c1=O
61	-7	6	2	-3	2	2	-2.6	-3	i	-2	O=C(Cn1cccc1)N1CCc2ccccc21
62	-7	7	-27	6	6	-30	0.0	-5	i	1	c1ccc(C[C@H]2CNCCN2CCCCC2CCCCC2)cc1
63	-3	-1	1	-7	-2	-5	-0.5	3	i	-18	Cc1oc(-c2cccs2)nc1CN1CCN(C(C)C)C(CCO)C1 (stereo not drawn)
64	1	0	-1	-11	3	15	-1.3	4	i	11	CCC(C)(C)NC(=O)CN(Cc1cccs1)C(=O)CNS(=O)(=O)c1ccc(C)cc1
65	.	.	0	.	.	8	-0.5	6	.	4	CC(C)NC(=O)C1(C)CN(S(C)(=O)=O)CC(=O)N1C1CC1 (stereo not drawn)
